# LDHA block: qHTS assay for inhibitors of human lactate dehydrogenase. activity change, % (values are at about 110 or 230 µM). AID 1347041, 2019. purified LDHA, NADH/diaphorase-resazurin fluorescence; hits give low values. 480,000 compounds, 0.15% hits; in the data active means activity change below about -30%; inconclusive means mostly about -25% to -30%;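 further: plate controls were DMSO wells for no effect and wells without enzyme for full effect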
#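 Human LDH5 at 2 nM final in Tris HCl pH 7.4 with 0.06 mM NADH and 0.2 mM pyruvate, reacted 5 minutes at room temperature. Remaining NADH coupled via diaphorase/resazurin; resorufin fluorescence read at 0 and 20 minutes, normalized to enzyme-free and DMSO wells.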
# ALOX12 inh: Primary qHTS assay for inhibitors of human arachidonate 12S-lipoxygenase (ALOX12): Round 2. Polyunsaturated fatty acid lipoxygenase ALOX12 (Homo sapiens), P18054. Potency, µM (top dose mostly 108 µM), for the others: top-dose activity change, negative = inhibition, actives largely listed as inhibitors. AID 1671190, 2021. 580,000 compounds, 1.1% hits. purified 12hLO, xylenol orange hydroperoxide absorbance; active means well fitted inhibition curve with a large enough effect; inconclusive means small, poorly fitted or top-dose-only effect, or another doubt; inactive means no such curve, though single readings can be large or run the other way; further: potency means the concentration at half of the fitted maximal effect
# Target sequence (P18054 whole entry, looked up): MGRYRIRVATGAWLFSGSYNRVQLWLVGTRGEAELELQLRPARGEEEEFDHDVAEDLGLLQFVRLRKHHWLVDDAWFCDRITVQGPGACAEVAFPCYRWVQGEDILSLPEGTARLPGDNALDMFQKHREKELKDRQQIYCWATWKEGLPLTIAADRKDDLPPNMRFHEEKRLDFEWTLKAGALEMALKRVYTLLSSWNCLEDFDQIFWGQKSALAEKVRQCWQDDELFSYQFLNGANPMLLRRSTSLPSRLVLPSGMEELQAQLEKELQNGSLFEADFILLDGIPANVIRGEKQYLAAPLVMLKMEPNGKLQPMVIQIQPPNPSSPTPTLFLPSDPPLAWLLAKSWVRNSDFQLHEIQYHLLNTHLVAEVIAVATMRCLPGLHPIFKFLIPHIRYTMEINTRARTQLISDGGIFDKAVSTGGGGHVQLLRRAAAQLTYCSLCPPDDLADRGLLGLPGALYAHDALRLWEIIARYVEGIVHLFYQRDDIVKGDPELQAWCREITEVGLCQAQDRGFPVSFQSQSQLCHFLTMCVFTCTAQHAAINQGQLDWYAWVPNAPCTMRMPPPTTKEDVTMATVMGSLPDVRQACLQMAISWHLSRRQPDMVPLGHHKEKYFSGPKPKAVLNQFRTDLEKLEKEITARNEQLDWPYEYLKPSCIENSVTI
#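 Hydroperoxide product was detected by ferrous iron/xylenol orange as the 573 to 405 nm absorbance ratio. Arachidonic acid at 40 uM (final) was turned over for 30 min at room temperature by 150 nM human 12hLO, pH 7.0 Hepes buffer, after 15 min compound preincubation.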
# * marks the source's active call; other numbers are inactive results; ? = inconclusive; [ ] = another dose, or the depositor's remark. Unless noted, on the % scale 0 is the no-effect control and ±100 the full control effect.
entry	SMILES	LDHA block	ALOX12 inh
1	COc1ccc(NC(=O)C(CCSC)NC(=O)C2CCC(C)CC2)cc1OC (stereo unspecified)	6.5	11.7%
2	COc1cc(/C=C(/C#N)C(=O)c2c(Cl)cccc2Cl)cc(OC)c1	3.8	28.2µM*
3	N#Cc1cccc(C(=O)NCCSC(F)(F)F)c1	2.6	0.0%
4	Cc1cc(C)n2ncc(-c3noc(C(=O)NCc4ccco4)n3)c2n1	2.2	?
5	Cc1cc(C)c(C)c(S(=O)(=O)N2CCN(C(=O)CCc3c(C)nn(C)c3C)CC2)c1C	1.0	59.8%[activator]
6	CCC(=O)Nc1nc2ccc(CC(=O)N3CCN(c4ccc(F)cc4)CC3)cc2s1	1.2	9.2%
7	COc1ccc(-c2noc(Cn3nc(-c4ccc(C)c(C)c4)c4ccccc4c3=O)n2)c(OC)c1	12.9	?
8	CCCCC(=O)N(C)Cc1ccc(OC)cc1	3.3	2.6%
9	Cc1ccc(/C=C/C(=O)c2ccc(-c3ccccc3)cc2)o1	4.9	?
10	COC(=O)[C@@]12C[C@@H](CC(=O)N3CCN(C(=O)c4ccco4)CC3)C(=O)N(CCc3ccc(OC)c(OC)c3)C1=CCC(C)(C)C2	0.4	-0.7%
11	O=C(O)c1csc2c1sc1ccccc12	3.1	0.1%
12	CC(C)Oc1ccc(C(=O)NCc2coc(-c3cccs3)n2)cc1	12.5	-5.6%
13	Cc1cc(-n2c(=O)c3sccc3n(CC(=O)NC3CCc4ccccc43)c2=O)ccc1F (stereo unspecified)	10.0	?
14	O=C(CCn1nc(-c2ccccc2)c2ccccc2c1=O)NCc1ccccc1	6.9	-27.9%
15	Cc1ccccc1OCC(=O)NC12CC3CC(CC(C3)C1)C2	23.8	-0.1%
16	CCCNC(=O)NC(=O)CSc1nc(-c2ccco2)nc2ccccc12	-5.9	?
17	CCC(C)(C)NC(=O)c1ccc(C(=O)O)cc1	-0.3	-4.5%
18	OC(COc1ccc(F)cc1)CN1CCN(c2nccs2)CC1 (stereo unspecified)	-14.9	3.8%
19	COc1cc(SC)ccc1C(=O)Nc1nnc(C(F)(F)F)s1	-0.5	1.1%
20	CC1CCCCN1CCNC(=O)C1CCN(c2nc3cccnc3s2)CC1 (stereo unspecified)	-0.6	?
21	Cc1csc(-c2nc3ccccc3n2C(C(=O)NC(C)(C)C)c2ccccc2)c1 (stereo unspecified)	4.1	11.4%
22	CC(=O)/C=C1\OCc2cc(OCc3ccccc3)ccc21	-7.8	1.0%
23	O=C(CCc1c[nH]c2ccccc12)Nc1cccc(C(F)(F)F)c1	11.9	-28.1%
24	Cc1ccc(C2C3=C(CC(C)(C)CC3=O)Nc3c2c(=O)[nH]c(=O)n3Cc2ccccc2)cc1 (stereo unspecified)	-2.2	?
25	CC(c1nnc(SCC(=O)Nc2ccc(C#N)cc2)n1C)N1C(=O)COc2ccccc21 (stereo unspecified)	2.0	-11.4%
26	Cc1ccc(S(=O)(=O)N2CCC(=O)N([C@H](CO)Cc3ccccc3)CC2)cc1	-1.3	?
27	COc1cc(Nc2nc(N)c(C(=O)c3cc(C)ccc3C)s2)cc(OC)c1	-2.4	-6.9%
28	Cc1ccccc1CN(C)CC(=O)NC(=O)NCC(F)(F)F	1.3	-2.3%
29	CC(C)CSc1nnc(SC(C)C(=O)Nc2ccccc2F)s1 (stereo unspecified)	5.4	19.8%
30	Cc1[nH]c(=O)[nH]c(=O)c1CCC(=O)Nc1nc(C(C)(C)C)cs1	-5.6	-27.0%
31	CC1(C)CN(C(=O)C2CCCO2)CCO1 (stereo unspecified)	-2.0	?
32	COc1ccc(C2CC(c3ccccc3)=NN2C(=O)CSc2nnc(-c3ccccc3)o2)cc1 (stereo unspecified)	5.1	4.1%
33	CC(C)c1ccc(CCNC(=S)Nc2ccc(Cl)cc2Cl)cc1	-2.4	14.1µM*
34	CC(C)C(NC(=O)c1ccc(S(=O)(=O)N(C)C)cc1)c1ccc2c(c1)OCCCO2 (stereo unspecified)	-3.3	?
35	CC(=O)c1c(C)[nH]c(C(=O)C(C)OC(=O)c2ccccc2)c1C (stereo unspecified)	0.4	-3.1%
36	CC(CO)NC(=O)C(C)Sc1ccccc1 (stereo unspecified)	-0.5	-0.1%

# Next part (2 carried over from the part before).
entry	SMILES	LDHA block	ALOX12 inh
35	CC(=O)c1c(C)[nH]c(C(=O)C(C)OC(=O)c2ccccc2)c1C (stereo unspecified)	0.4	-3.1%
36	CC(CO)NC(=O)C(C)Sc1ccccc1 (stereo unspecified)	-0.5	-0.1%
37	Cc1ccc(S(=O)(=O)N2CCN(C(=O)C(O)c3ccccc3)CC2)cc1 (stereo unspecified)	-4.4	3.2%
38	O=C(CSc1ncnc2sc3c(c12)CCCC3)Nc1ccc(F)cc1	-1.5	-0.3%
39	COc1ccc(Nc2nc3ccccc3nc2NS(=O)(=O)c2cc(C)ccc2C)cc1	0.2	1.0%
40	COc1ccccc1OCC(=O)NCc1cc(C)nc2ccccc12	2.7	-7.8%
41	O=C(CSc1nnc(N2CCOCC2)n1-c1cccc(F)c1)N(C1=CCCCC1)C1CC1	-1.4	-29.0%
42	O=C(NCc1cccnc1)C(=O)c1cn(CC(=O)N2CCOCC2)c2ccccc12	1.6	32.4%[activator]
43	O=C(c1ccc(O)cc1)c1ccc(F)cc1	0.9	-25.1%
44	CCOc1ccc(S(=O)(=O)NCCC(=O)N(C)CC(=O)Nc2cccc(OC)c2)cc1	-5.5	-3.7%
45	CCN(CC)S(=O)(=O)c1ccc(OC(C)C)c(NC(=O)c2ccc(OC(F)F)cc2)c1	-7.0	3.3%
46	NC(=O)c1ccc(NC(=O)Cn2ccc3ccc(Cl)cc32)cc1	0.0	4.2%
47	CCOC(=O)c1oc2cc(OS(C)(=O)=O)ccc2c(=O)c1-c1ccc(Br)cc1	9.0	1.2%
48	N#C/C(=C\c1cccn1-c1cccc(Br)c1)c1ccccc1	-0.7	-23.6%
49	Cc1ccc(SC(C)C(=O)Nc2c(C)cc(C)cc2C)cc1 (stereo unspecified)	2.3	-37.6%
50	Cc1cc(C(C)(C)C)cc(C)c1CS(=O)Cc1ccccc1F (stereo unspecified)	12.0	-8.1%
51	CC(=O)c1ccc(NC(=O)COC(=O)COc2ccc(C3SCCCS3)cc2)cc1	4.0	?
52	CC(C)NC(=O)CSc1nc(NC2CC2)c2ccccc2n1	-12.3	36.5%[activator]
53	COc1ccccc1CN(C)CC(O)COc1ccc(-c2ccccc2)cc1 (stereo unspecified)	6.2	5.3%
54	CCOC(=O)C1=C(CNCc2ccccc2)NC(=O)NC1c1ccccc1 (stereo unspecified)	-2.9	-22.3%
55	CCCCN(C)c1ccc(-c2n[nH]c(=O)c3ccccc23)cc1[N+](=O)[O-]	7.5	-1.2%
56	CCN(C(=O)CSc1nnc(N2CCOCC2)n1-c1cccc(F)c1)C1=CCCCC1	3.0	-28.7%
57	Cc1nc2cc(NC(=O)c3cccc(S(=O)(=O)Nc4ccc(SC(F)F)cc4)c3)ccc2o1	3.3	0.0%
58	O=c1[nH][nH]c2c1[C@H](c1ccccc1)O[C@H](C1CCCCC1)C2	-0.7	-18.1%
59	CC(C)C(=O)Nc1ccc2oc(-c3ccncc3)nc2c1	1.7	-2.5%
60	Cc1ccc2[nH]c(C(=O)Nc3c(C)n(C)n(-c4ccccc4)c3=O)cc2c1	-6.6	-3.1%
61	O=C(CSc1nc2nc[nH]c2c(=O)[nH]1)c1ccccc1	1.7	2.0%
62	CCOc1ccc(N2C(=O)N(CC(=O)NC(C)CC)c3ccccc3S2(=O)=O)cc1 (stereo unspecified)	-5.0	0.3%
63	COc1cc(NC(=O)COc2ccc3c(C)c(C)c(=O)oc3c2)cc(OC)c1	-1.2	-2.8%
64	COc1ccc(C(C(=O)NC2CCCC2)n2c(-c3cccs3)nc3ccccc32)cc1 (stereo unspecified)	2.3	10.3%
65	Cc1ccccc1OCc1nc(C#N)c(NCc2ccccc2Cl)o1	2.9	-14.5%
66	O=C(CC1C=CCC1)NCc1ccco1 (stereo unspecified)	1.3	?
67	O=C(Nc1cccc(F)c1)Nc1ccc2sc(NS(=O)(=O)c3ccccc3)nc2c1	2.8	?
68	CC(O)CNc1nc(-c2cccnc2)nc2ccccc12 (stereo unspecified)	5.2	70.7%[activator]
69	COc1cc(NC(=O)CSc2ncnc3nc[nH]c23)cc(OC)c1	3.5	7.0%
70	CCC(C(=O)Nc1c(C)cccc1C)n1c(-c2ccc(-c3ccccc3)cc2)nc2ccccc21 (stereo unspecified)	-0.7	0.1%
71	CCc1nn2c(ncc3c(=O)n(CCN4CCOCC4)ccc32)c1-c1ccc(Cl)cc1	2.7	8.6%
72	O=C(O)c1ccc(C(c2c[nH]c3ccccc23)c2c[nH]c3ccccc23)cc1	11.3	?
73	CCn1c(-n2nc(C)c(C)c2C)nc2c1c(=O)n(CC(N)=O)c(=O)n2C	-9.0	-4.6%
74	CCCCOc1ccc(C(=O)NC(=S)NCCCO)cc1Br	2.2	7.94µM*
75	Cc1ccc(C)c(NC(=O)c2cnc(N3CCCCC3)c3ccccc23)c1	0.6	-26.0%
76	CC1(C)CC(=O)C2=C(C1)OC(N)=C(C#N)C2c1ccc(C#N)cc1 (stereo unspecified)	3.1	-53.1%
77	COc1ccccc1NC(=O)c1ccc2c(=O)n(-c3ccccc3F)cnc2c1	9.0	11.7%
78	COc1ccc(C)c2sc(N(Cc3cccnc3)C(=O)c3ccc(S(=O)(=O)N(C)C)cc3)nc12	-3.0	-0.7%
79	Cc1cccc(CSc2nnc(CCCOc3ccc(Cl)cc3Cl)n2C)c1	8.1	8.2%
80	CCOc1ccc(C(=O)NC(C)c2cc(C)ccc2C)cc1OC (stereo unspecified)	1.1	19.4%
81	Cc1ccc(CNC(=O)c2ccc(Sc3ccc(C)cc3)c(N)c2)cc1	-3.7	?
82	C=CCN(Cc1ccc(F)cc1)C1CCCC1	6.1	11.9%
83	CCCc1cc(=O)oc2cc(OCC(=O)C(C)(C)C)ccc12	3.2	-11.1%
84	Cc1ccc(-c2csc(CCn3nc(C)c4c(C(F)(F)F)cc(=O)[nH]c43)n2)cc1	1.7	10µM*
85	O=C(NCNC(=O)Nc1ccccc1)Nc1ccccc1	3.2	-21.0%
86	Cc1cccc(-c2nc(CS(=O)CC(=O)N3CCc4ccccc43)c(C)o2)c1 (stereo unspecified)	12.3	?
87	Cn1c(CCc2cccc(NC(=O)c3ccc(C#N)cc3)c2)nc2ccccc21	16.6	47.2%[activator]
88	O=C(O)CNC(=O)c1cc(-c2ccccn2)nc2ccccc12	7.4	?
89	CCOC(=O)N1CCN(C(=O)C[C@@H]2C[C@@]3(C(=O)OC)CCCCC=C3N(Cc3cccc4ccccc34)C2=O)CC1	2.9	0.0%
90	N#CC1=C(N)OC2=C(C(=O)CC(c3ccccc3)C2)C1C1CCCCC1 (stereo unspecified)	14.1	?
91	CCc1ccc(C(=O)N2CCN(CCc3ccccc3)CC2)cc1	5.6	8.2%
92	C=C(Br)CN1CCN(C(=O)CN2CCCC2)CC1	0.2	-4.3%
93	COCCCn1cc(CN2CC(N(C)C)CS2(=O)=O)nn1 (stereo unspecified)	-1.8	2.3%
94	CCCN(CC1CC1)c1oc(-c2ccc(F)cc2)nc1C#N	12.6	-13.9%
95	COc1ccc(Nc2nc(-c3ccc(OC)cc3)c(C)s2)cc1	-6.7	?
96	CC(C)(C)C(C(=O)NCc1ccccc1)N1CCN(C(=O)C2CCCO2)CC1 (stereo unspecified)	3.7	-1.0%

# Compound profiles, as listed above. Screens in order: LDHA block, ALOX12 inh
# C=C(Br)CN1CCN(C(=O)CN2CCCC2)CC1 is listed with 0.2, -4.3%
# Cn1c(CCc2cccc(NC(=O)c3ccc(C#N)cc3)c2)nc2ccccc21 is listed with 16.6, 47.2%[activator]
# N#CC1=C(N)OC2=C(C(=O)CC(c3ccccc3)C2)C1C1CCCCC1 (stereo unspecified) is listed with 14.1, ?
# O=C(O)CNC(=O)c1cc(-c2ccccn2)nc2ccccc12 is listed with 7.4, ?
# CC(C)(C)C(C(=O)NCc1ccccc1)N1CCN(C(=O)C2CCCO2)CC1 (stereo unspecified) is listed with 3.7, -1.0%

# Additional compounds:
entry	SMILES	LDHA block	ALOX12 inh
97	CCOC(=O)NC(=O)COC(=O)CNC(=O)c1cccc(C)c1	9.1	26.6%
98	CNCc1ccc(-c2ccccc2Cl)o1	-1.5	8.7%
99	CCn1c(=O)c(=O)[nH]c2cc(C(=O)N3CCN(C(=O)C4CC4)CC3)ccc21	1.7	6.0%
100	Cc1cc(C)c2c(CC(=O)Nc3c(C)cccc3C)coc2c1	-4.5	3.2%
101	CSc1nc2n(n1)C(c1ccc(O)cc1)C1=C(CC(C)(C)CC1=O)N2 (stereo unspecified)	1.2	11.4%
102	Cc1ccc(-c2cc(C(=O)N3CCOCC3)n[nH]2)s1	4.1	12.1%
103	COc1ccccc1NC(=O)c1c(C)cc(C)nc1SCC(=O)NCc1ccccc1	7.9	5.2%

# Screens as filed in PubChem BioAssay.

# The list is partial; rates above refer to the full screens.
